Assay outcomes deposited in PubChem BioAssay by The Scripps Research Institute Molecular Screening Center.
PLCg1 inh: PLC-gamma1 enzyme inhibitors, primary screen, biochemical, fluorescence, purified enzyme | fluorogenic substrate | inhibition, % at 12.2 µM | actives 0.84% (n = 370,000) | 1-phosphatidylinositol 4,5-bisphosphate phosphodiesterase gamma-1 (Homo sapiens), P19174 | AID 720700, 2013; in the data active = inhibition above about 9.5%
DAX1 inh-1: DAX1 (NR0B1) inhibitors, primary screen, cell-based, HEK293, Gal4-DAX1, luciferase luminescence. inhibition, % at 6.75 µM. AID 504766, 2011. HEK293 Gal4-DAX1 luciferase reporter. Nuclear receptor subfamily 0 group B member 1 (Homo sapiens), P51843. actives 0.99% (n = 340,000);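 active = inhibition above the mean over all tested compounds plus 3 SD, cut at about 4.2% in these data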;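 note: 0% = DAX1-transfected cells with DMSO and 100% = empty-vector control cells with DMSO; inhibition shows as a rise in luminescence from relieved DAX1 repression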
ADAM17 inh: ADAM17 inhibitors, primary screen, biochemical, QFRET; Disintegrin and metalloproteinase domain-containing protein 17 (Homo sapiens), P78536; recombinant ADAM17, EDANS/DABCYL FRET peptide cleavage; inhibition, % at 6.95 µM; actives 0.83% (n = 370,000); AID 720648, 2013;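 active = inhibition above the mean of compounds lying between control limits plus 3 SD, set per campaign, cut at about 8.5% in these data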;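 note: 0% = DMSO-only wells as the low control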
Target sequence (P78536 215-824 limits assumed): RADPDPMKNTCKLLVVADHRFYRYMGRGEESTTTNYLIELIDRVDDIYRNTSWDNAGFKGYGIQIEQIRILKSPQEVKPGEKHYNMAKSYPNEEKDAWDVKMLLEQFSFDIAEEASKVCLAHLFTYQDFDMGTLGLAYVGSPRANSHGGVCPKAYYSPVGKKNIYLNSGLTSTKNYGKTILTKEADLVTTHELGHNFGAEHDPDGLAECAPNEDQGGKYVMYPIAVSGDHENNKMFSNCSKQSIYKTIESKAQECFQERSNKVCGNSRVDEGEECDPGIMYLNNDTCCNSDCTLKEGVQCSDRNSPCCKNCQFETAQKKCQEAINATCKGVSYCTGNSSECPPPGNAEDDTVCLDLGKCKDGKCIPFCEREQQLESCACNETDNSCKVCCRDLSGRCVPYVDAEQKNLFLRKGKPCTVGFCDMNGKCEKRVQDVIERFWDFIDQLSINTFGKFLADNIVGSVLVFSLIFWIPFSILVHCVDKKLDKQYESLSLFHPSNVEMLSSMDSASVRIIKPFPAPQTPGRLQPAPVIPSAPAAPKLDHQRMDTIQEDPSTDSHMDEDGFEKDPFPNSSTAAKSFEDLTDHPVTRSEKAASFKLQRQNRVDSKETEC
PLCb3 inh: human PLC-beta3 inhibitors, primary screen, biochemical, fluorescence; 1-phosphatidylinositol 4,5-bisphosphate phosphodiesterase beta-3 (Homo sapiens), Q01970; inhibition, % at 12.2 µM; AID 720704, 2013; actives 0.18% (n = 370,000); Purified PLC-beta3, fluorogenic substrate; in the data active = inhibition above about 11%;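 note: 0% = median of compound wells on plate and 100% = full blocker control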
HGIII-sPLA2 inh: human group III sPLA2 inhibitors, primary screen, biochemical, QFRET, BODIPY PC-A2 liposome substrate | Group 3 secretory phospholipase A2 (Homo sapiens), Q9NZ20 | QFRET BODIPY PC-A2 liposome hydrolysis, fluorescence | inhibition, % at 12.2 µM | actives 0.56% (n = 370,000) | AID 743126, 2013;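 active = inhibition above mean plus 3 SD of compounds lying within the high and low control bounds, cut at about 19% in these data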;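 note: 0% = median of test compound wells and 100% = no enzyme DMSO wells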
DAX1 inh-2: DAX1 (NR0B1) inhibitors on StAR promoter, primary screen, cell-based, luminescence, SF-1 (NR5A1), full-length DAX-1 | inhibition, % at 6.8 µM | actives 1.1% (n = 370,000) | AID 652010, 2013 | HEK293T StAR-luciferase reporter, SF-1/DAX-1 repression relief;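 active = inhibition above the mean over all tested compounds plus 3 SD, cut at about 3.6% in these data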;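 note: 0% = DAX-1 cells with DMSO and 100% = cells lacking DAX-1 with DMSO; higher inhibition means more luminescence from relief of DAX-1 repression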
GAA850 FXN act: FXN promoter activators, primary screen, cell-based, luciferase luminescence, HEK293 lucGAA850; HEK293 lucGAA850 FXN promoter luciferase reporter, 24 h; percent of 10 µM SAHA response; activation, % at 6 µM; actives 0.56% (n = 360,000); AID 540364, 2011;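 active = activation above the average of all compounds screened plus 3 SD, cutoff fixed separately per campaign, cut at about 7.5% in these data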;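 note: 0% = DMSO wells and 100% = 10 µM SAHA wells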
ssDAF12 agonist: S. stercoralis DAF-12 nuclear receptor activators, primary screen, cell-based, luminescence, HEK293, GRIP1 co-expression, lit1-tk-luc. Nuclear hormone receptor DAF-12 (Strongyloides stercoralis). HEK293 ssDAF-12/GRIP1 lit1-tk-luc reporter; % of 3 µM dafachronic acid response. activation, % at 6.8 µM. actives 1% (n = 370,000);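 active = activation above the mean over all tested compounds plus 3 SD, cut at about 0.9% in these data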;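 note: 0% = DMSO-only wells and 100% = 3 µM delta7-dafachronic acid wells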
ADAM10 inh: human ADAM10 inhibitors, primary screen, biochemical, QFRET, HTS; actives 0.62% (n = 370,000); AID 720582, 2013; inhibition, % at 7 µM; recombinant ADAM10, EDANS/DABCYL FRET peptide cleavage, 3 h;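 active = inhibition above a per-campaign cutoff equal to the mean of compounds falling between control-based bounds plus 3 SD, cut at about 20% in these data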;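 note: 0% = DMSO wells while the 100% control is not disclosed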
Target sequence (O14672 214-748 limits assumed): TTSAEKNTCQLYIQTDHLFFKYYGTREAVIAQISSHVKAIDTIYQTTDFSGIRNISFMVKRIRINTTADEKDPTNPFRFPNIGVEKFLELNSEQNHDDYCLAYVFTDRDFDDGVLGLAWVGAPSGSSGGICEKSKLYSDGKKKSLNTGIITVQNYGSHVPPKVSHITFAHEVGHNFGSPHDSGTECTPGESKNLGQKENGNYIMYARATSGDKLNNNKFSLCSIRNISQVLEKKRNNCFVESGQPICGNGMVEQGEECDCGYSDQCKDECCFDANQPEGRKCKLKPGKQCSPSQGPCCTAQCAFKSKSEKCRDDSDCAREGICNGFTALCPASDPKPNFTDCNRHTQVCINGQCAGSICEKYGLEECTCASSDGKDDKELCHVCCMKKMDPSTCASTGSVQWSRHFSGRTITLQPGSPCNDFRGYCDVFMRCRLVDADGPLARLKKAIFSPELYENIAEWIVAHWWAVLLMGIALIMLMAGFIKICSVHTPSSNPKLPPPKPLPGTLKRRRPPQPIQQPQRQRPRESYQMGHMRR
hcDAF-12 act: H. contortus DAF-12 nuclear receptor activators, primary screen, cell-based, luminescence, HEK293, lit1-tk-luc reporter; actives 1.4% (n = 370,000); activation, % at 6.8 µM; HEK293 hcDAF-12 lit1-tk-luc reporter; 0% DMSO, 100% Δ7-dafachronic acid;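 active = activation above the mean of all tested compounds plus 3 SD, cut at about 5.5% in these data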;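 note: 100% = response to 3 µM Δ7-dafachronic acid high control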
hgDAF-12 ag: H. glycines DAF-12 receptor agonists, primary screen, cell-based, luminescence, HEK293, GAL4 fusion, UAS-luciferase | Nuclear hormone receptor DAF-12 (Heterodera glycines), GAL4 fusion | HEK293 GAL4-hgDAF12 UAS-luciferase reporter, agonist luminescence; normalized to butyrate control | activation, % at 6.8 µM | actives 1.8% (n = 370,000);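 active = activation above a cutoff set at the mean of all screened compounds plus 3 SD, cut at about 10% in these data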;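 note: 0% = DMSO wells and 100% = sodium butyrate wells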
* marks the source's active call; other numbers are inactive results; nt = no result given.

SMILES	PLCg1 inh	DAX1 inh-1	ADAM17 inh	PLCb3 inh	HGIII-sPLA2 inh	DAX1 inh-2	GAA850 FXN act	ssDAF12 agonist	ADAM10 inh	hcDAF-12 act	hgDAF-12 ag
C=CCN1CCN(c2ccncc2S(=O)(=O)N2CCOCC2)CC1	1	-0.3	-2	-1	7	-0.4	1.1	-1.1	-4	-2.4	-1.1
Cc1nn(-c2ccc(F)cc2)c2nc(N)c(C#N)c(-c3ccc(O)c(O)c3)c12	-36	-0.9	0	-45	-41	-0.4	5.5	-1.1	4	1.0	-2.4
CC(=O)Nc1sc(N/N=C\c2ccccc2Cl)nc1-c1cccs1	-9	0.5	1	-7	2	-1.0	-8.6	-1.3	-1	1.6	2.6
C[C@@H]1CN([C@H](C)CO)C(=O)c2c(c3ccccc3n2C)-c2ccccc2CO[C@H]1CN(C)C(=O)Nc1ccccc1	1	0.9	4	4	-10	-1.4	-0.3	-0.9	-3	0.6	-1.4
Cc1ccc(NC(=O)c2cc(-c3ccc(C)o3)nc3ccccc23)cc1	-13	0.0	0	-15	8	-0.2	7.1	-0.4	6	-0.3	-0.2
COc1ccccc1NC(=O)c1cc(S(=O)(=O)NCc2ccccc2)ccc1F	-5	-0.1	-20	-6	-33	-0.9	-2.4	-2.2	-9	-1.0	1.0
Cc1c(C(=O)Nc2ccc(N3CCOCC3)cc2)oc2ccccc12	-6	0.8	3	-7	4	0.6	3.7	-0.1	11	11*	4.7
CCOC(=O)c1oc2cc(O)cc(O)c2c(=O)c1OCc1ccccc1	5	-0.6	2	2	-19	0.1	0.6	-1.9	-1	-1.3	-0.1
COc1ccc2nc3n(c(=O)c2c1)-c1cc(Cl)ccc1C(=O)NC3Cc1ccccc1 (centres undefined)	0	nt	4	-4	-4	0.1	nt	-0.3	2	0.6	0.2
CCNC(=S)N/N=C1\C(=O)c2cccc3cccc1c23	-2	0.5	-5	-3	12	-0.2	1.3	0.2	-5	-0.3	1.3
COc1ccc(NC(=O)/C(C#N)=C\c2ccc(N3CCOCC3)o2)cc1	-13	-0.1	5	-15	-61	0.5	3.9	-0.7	7	0.8	13*
CC(C)C[C@H]1CNC(=S)N1CC1CCN(CCCCc2ccccc2)CC1	-2	0.6	-1	0	3	-1.2	-0.6	-0.7	-11	-0.1	-1.2
COc1ccc(/C=C/C(=O)OCc2nc3ccccc3c(=O)[nH]2)c(OC)c1	6	-0.3	-5	-8	1	-0.5	0.4	-0.7	-3	-0.3	1.7
COCCN=C1S/C(=C\c2cc(C)n(-c3ccc(F)cc3F)c2C)C(=O)N1C	-6	nt	-6	-18	19	nt	nt	0.1	-19	5.7*	3.5
CCN(CC)C(=O)CN1CCN(c2ncccn2)CC1	2	-0.7	1	5	-3	0.8	0.0	-1.2	-5	1.1	-0.6
O=c1cc(-c2ccccc2)oc2ccc(Br)cc12	1	0.6	-4	0	-3	1.5	4.6	0.0	0	2.7	6.3
CCOC(=O)C1=NN(C(=O)c2ccco2)C2(CC2)C1	-1	0.1	-1	0	16	-0.1	0.8	-1.1	-7	0.6	-1.7
O=C(OC1Cn2c(=O)ccc(=O)n2C1)c1ccccc1	0	-0.7	-2	2	6	0.1	1.4	-0.8	2	-2.8	0.4
O=C(N/N=C/c1ccoc1)c1ccc([N+](=O)[O-])cc1	0	1.4	-3	-7	4	-0.3	-0.7	-0.9	-5	0.2	0.6
O=C(c1cc2ncc(Br)cn2n1)N1CCCCC1	-6	1.3	-6	-7	12	0.9	1.5	-1.2	-12	0.5	-0.5
Nc1ccc2cc3ccccc3cc2c1	-155	0.7	-13	-197	12	1.5	0.8	-0.6	-57	4.7	9.7
COc1ccc(C(=O)C(C)OC(=O)CN2C(=O)c3ccccc3C2=O)cc1 (centres undefined)	0	1.6	0	-2	11	-0.2	-2.6	-1.6	-18	-1.8	4.7
C[C@H](CO)N1C[C@H](C)[C@H](CN(C)C(=O)OCc2ccccc2)OCc2cnnn2CCCC1=O	0	1.9	-3	1	5	-0.2	0.7	-0.5	-12	-0.9	0.0
O=C(/C=C/c1ccccc1Cl)OCC(=O)c1ccc[nH]1	-1	0.8	0	0	-9	0.1	4.2	-0.4	-6	-0.5	0.6
COc1cccc(-c2cc(CNC(=O)[C@H]3O[C@@H](n4ccc(N)nc4=O)[C@H](O)[C@@H]3O)no2)c1	2	nt	-2	1	2	1.5	nt	-0.8	2	2.4	-0.4
CC(=O)c1ccc(NC(=O)C(C)Sc2ccccn2)cc1 (centres undefined)	0	0.8	-5	-5	5	3.5	4.5	-1.1	-7	3.6	5.4
O=C(Nc1ccc(Cl)cc1)C1CCN(C(=O)c2cccs2)CC1	3	1.1	3	-12	-4	-0.2	1.7	-0.2	5	-2.3	-0.5
COc1ccc(CCC(=O)Nc2ncc(C)s2)cc1OC	3	1.6	-1	0	-1	0.0	2.1	-1.2	5	-0.7	2.7
O=C(COC(=O)c1ccccn1)NCc1ccc(Cl)cc1Cl	2	0.7	-2	-6	-11	0.0	1.8	-0.5	-5	-0.2	-2.2
COc1ccc(NC(=O)NC(=O)c2ccccc2)cc1	2	1.6	3	-1	-3	0.1	6.0	0.3	14	2.0	2.6
Cc1ccc(F)cc1CNC(=O)c1cc(COc2ccc3ncccc3c2)on1	-1	nt	-1	-2	-16	-3.0	0.8	-2.3	2	-4.0	-6.4
CCOC(=O)C1=C(c2ccccc2)NC(SCC)=C(C#N)C1c1cccnc1 (centres undefined)	-9	0.1	-3	-16	-11	0.6	-0.6	-1.2	3	-1.7	-3.0
COc1ccc(CCNC(=O)C2CCCN(S(=O)(=O)c3ccc(OC)cc3)C2)cc1 (centres undefined)	0	-0.2	-6	-6	3	-0.1	-0.9	-1.3	-4	-0.1	0.1
O=C(c1cccc([N+](=O)[O-])c1)c1ccccn1	4	-1.4	1	-4	0	0.6	0.2	-1.8	7	-1.6	1.2
CCC(=O)N1CCc2cc(S(=O)(=O)NCCC(=O)N3CCc4ccccc4C3)ccc21	0	-1.6	0	-1	-6	-0.5	-3.8	-1.2	-4	-2.2	0.6
COC(=O)C1N[C@@H]([C@@H](NC(=O)COc2ccccc2)C(=O)NCc2ccsc2)SC1(C)C (some centres undefined)	3	-1.0	0	1	-1	0.4	-2.6	-1.2	0	2.7	-1.1
CCOC(=O)/C(C#N)=N/Nc1c(S(=O)(=O)Cc2ccco2)csc1C(=O)OC	0	0.8	-2	-4	-2	-0.2	0.7	-0.5	0	0.3	1.4
COc1ccc(Cc2c(-c3ccc(OC)c(OC)c3)nc3cc(C)c(Br)c(C)n23)c(C)c1	-4	nt	-5	-7	7	-2.1	nt	-1.1	-13	-1.2	0.3
COCC1CCCN(C(=O)c2ccc3nc(Cc4cccc(Cl)c4)oc3c2)C1 (centres undefined)	0	0.6	-2	-10	-38	0.1	3.1	-0.7	3	0.4	4.6
CC(C)(C)CN1CCNC(=O)C1CC(=O)NCCc1ccccc1C(F)(F)F (centres undefined)	-10	0.3	-7	-26	-6	0.4	1.7	-1.8	-26	0.7	0.8

Some of the entries so far, as comma-separated lines:
Compound,PLCg1 inh,DAX1 inh-1,ADAM17 inh,PLCb3 inh,HGIII-sPLA2 inh,DAX1 inh-2,GAA850 FXN act,ssDAF12 agonist,ADAM10 inh,hcDAF-12 act,hgDAF-12 ag
CCOC(=O)C1=C(c2ccccc2)NC(SCC)=C(C#N)C1c1cccnc1 (centres undefined),-9,0.1,-3,-16,-11,0.6,-0.6,-1.2,3,-1.7,-3.0
COc1ccc(CCNC(=O)C2CCCN(S(=O)(=O)c3ccc(OC)cc3)C2)cc1 (centres undefined),0,-0.2,-6,-6,3,-0.1,-0.9,-1.3,-4,-0.1,0.1
O=C(c1cccc([N+](=O)[O-])c1)c1ccccn1,4,-1.4,1,-4,0,0.6,0.2,-1.8,7,-1.6,1.2

Next section
SMILES	PLCg1 inh	DAX1 inh-1	ADAM17 inh	PLCb3 inh	HGIII-sPLA2 inh	DAX1 inh-2	GAA850 FXN act	ssDAF12 agonist	ADAM10 inh	hcDAF-12 act	hgDAF-12 ag
Clc1cccc(OCCN2CCCC2)c1	3	1.1	1	0	0	-0.1	2.1	-1.2	1	-0.5	-0.9
CC(=O)c1cccc(N(CC(=O)NC2CCCC2)C(=O)c2csnn2)c1	6	-1.5	-2	2	-2	0.6	-1.7	-0.1	3	-0.6	-1.1
COC(=O)c1cc2c(c3c4ccccc4n(S(=O)(=O)c4ccc(OC)cc4)c13)C(=O)N(Cc1ccc(C(F)(F)F)cc1)C2	-12	nt	2	-9	-1	-0.2	nt	-0.2	-1	1.8	1.9
CC(C)c1ccc(C2NC(=S)NC3=C2C(=O)CCC3)cc1 (centres undefined)	1	2.9	-3	1	24*	0.2	-1.1	-1.3	-4	-2.2	1.6
C=CCc1c(C)nc(SCCC)[nH]c1=O	0	-0.4	-4	0	-4	0.5	3.1	-1.1	4	-1.1	1.3
CCc1ccc(-c2cc(C)no2)cc1S(=O)(=O)N1CCC(C)CC1	-1	0.0	-1	-9	-18	-0.4	3.0	-1.4	-1	-3.9	-0.2
CCC1CCCCN1CCCNC(=O)CNC(=O)c1nn(-c2ccc(OC)cc2)c(=O)c2ccccc12 (centres undefined)	-31	2.5	-3	-51	0	0.1	0.2	-0.7	3	-0.8	-1.2
Cc1nc(SCC(=O)NCc2ccccc2)c2c(=O)n(C)c(=O)n(C)c2n1	-4	0.5	-3	4	7	-0.4	0.9	-1.1	2	0.3	1.1
COc1ccc(/C=N/NC(=O)C(O)(c2ccccc2)c2ccccc2)cc1OC	0	-0.3	-4	-3	10	1.3	2.1	-0.6	-7	-0.6	0.3
CCOC(=O)c1sc(NC(=O)C2CC(=O)N(c3ccccc3OC)C2)nc1C (centres undefined)	-3	0.4	-1	-3	-4	-1.2	-0.3	-0.5	-1	-2.5	-2.7
COc1ccccc1/C=C/C(=O)Nc1cccnc1Cl	-20	-1.2	-23	-33	1	0.7	4.1	-1.2	-49	0.4	4.9
C=CCc1cccc(/C=N/NC(=O)c2ccccc2OC)c1O	-16	-0.5	1	-14	3	-1.0	1.7	-1.9	3	-0.4	4.3
CC(C)[C@H]1COCCS(=O)(=O)N1Cc1ccccc1-c1ccc(C(C)(C)C)cc1	1	-0.9	-2	2	0	0.6	-1.0	0.5	-15	-0.5	1.2
